Source: PubChem (National Center for Advancing Translational Sciences (NCATS))
SNCA expr inhib – SNCA gene expression inhibition; HEK-293 SNCA-luciferase knock-in, luminescence, 24 h; Potency, µM (highest dose often 57.2 µM), without a hit: at the top dose activity change, negative = inhibition, usual class: inhibitors; 140,000 compounds, 0.17% hits;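 further: potency means the concentration at half of the fitted maximal effect; plate controls were DMSO cells for no effect and cell-free wells for full effect; nearly all actives have a fitted effect of over 45% in size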
HEK293 tox – kills HEK 293 cells; HEK 293 viability, ATP luminescence (CellTiter-Glo), 48-72 h; Potency, µM (doses to about 115 µM), for inactives: at the highest dose activity change, negative = cytotoxicity, actives largely listed as inhibitors; 94,000 compounds, 6.6% hits; AID 1345083; further: potency means the concentration at half of the fitted maximal effect; nearly all actives have a fitted effect of over 60% in size
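Cells seeded first (HEK 293, 250 cells/well), then compound added by pintool. Incubation ran 48 or 72 hr at 37 degree Celsius. CellTiter-Glo was added and luminescence imaged after 10 min at room temperature.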
IP6K1 inhibitor – IP6K1 kinase inhibition | Q92551 | IP6K1 kinase, ADP-Glo luminescence, 2 h; stronger effect = lower value | activity change, % (series mostly up to about 58 µM) | 140,000 compounds, 0.81% hits; in the data active means activity change below about -25%
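ADP-Glo luminescence measures ADP made by human IP6K1 during a 2 h RT reaction with ATP/IP6 (mix at 1.3 mM/130 uM); top library doses 57.5 and 19.1 uM final.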
GPT2 inh – inhibitors of human GPT2 alanine aminotransferase | Q8TD30 | Recombinant GPT2, coupled pyruvate oxidase/HRP Amplex Red fluorescence | Potency, µM (titrated, usually from 57.7 µM), without a hit: at the highest dose activity change, negative = inhibition, actives largely listed as inhibitors | 100,000 compounds, 0.25% hits | AID 1671188; further: potency means the concentration at half of the fitted maximal effect; nearly all actives have a fitted effect of over 60% in size; many of its hits are not listed in these tables
Target sequence (Q8TD30 whole entry, looked up): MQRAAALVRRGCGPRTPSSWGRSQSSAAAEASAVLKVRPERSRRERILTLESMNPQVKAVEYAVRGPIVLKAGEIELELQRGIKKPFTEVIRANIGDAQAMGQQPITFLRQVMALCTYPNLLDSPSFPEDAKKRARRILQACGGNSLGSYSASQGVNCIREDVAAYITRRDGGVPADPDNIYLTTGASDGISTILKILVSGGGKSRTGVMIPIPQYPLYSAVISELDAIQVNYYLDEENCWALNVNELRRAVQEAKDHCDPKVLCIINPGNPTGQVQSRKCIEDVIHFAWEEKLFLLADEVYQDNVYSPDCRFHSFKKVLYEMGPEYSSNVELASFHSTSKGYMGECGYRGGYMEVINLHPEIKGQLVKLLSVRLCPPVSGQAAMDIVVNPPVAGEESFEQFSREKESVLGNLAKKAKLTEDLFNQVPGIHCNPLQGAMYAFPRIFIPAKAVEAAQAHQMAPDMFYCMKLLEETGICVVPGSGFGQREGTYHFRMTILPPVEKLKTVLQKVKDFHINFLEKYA
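Inhibition is scored from Amplex Red fluorescence generated when pyruvate oxidase and HRP act on pyruvate released by GPT2. Reactions contain 10ng/uL enzyme, 250uM a-KG and 2mM L-alanine and run 30 min at room temperature.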
Luciferase inh – Photinus pyralis luciferase inhibition; 76,000 compounds, 2.5% hits; Potency, µM (doses to about 115 µM), for the others: at the highest dose activity change, negative = inhibition, hits mostly inhibitors; P08659; AID 1347043; purified P. pyralis luciferase, luminescence, biochemical; further: potency means the concentration at half of the fitted maximal effect; nearly all actives have a fitted effect of over 65% in size
Target sequence (P08659 whole entry, looked up): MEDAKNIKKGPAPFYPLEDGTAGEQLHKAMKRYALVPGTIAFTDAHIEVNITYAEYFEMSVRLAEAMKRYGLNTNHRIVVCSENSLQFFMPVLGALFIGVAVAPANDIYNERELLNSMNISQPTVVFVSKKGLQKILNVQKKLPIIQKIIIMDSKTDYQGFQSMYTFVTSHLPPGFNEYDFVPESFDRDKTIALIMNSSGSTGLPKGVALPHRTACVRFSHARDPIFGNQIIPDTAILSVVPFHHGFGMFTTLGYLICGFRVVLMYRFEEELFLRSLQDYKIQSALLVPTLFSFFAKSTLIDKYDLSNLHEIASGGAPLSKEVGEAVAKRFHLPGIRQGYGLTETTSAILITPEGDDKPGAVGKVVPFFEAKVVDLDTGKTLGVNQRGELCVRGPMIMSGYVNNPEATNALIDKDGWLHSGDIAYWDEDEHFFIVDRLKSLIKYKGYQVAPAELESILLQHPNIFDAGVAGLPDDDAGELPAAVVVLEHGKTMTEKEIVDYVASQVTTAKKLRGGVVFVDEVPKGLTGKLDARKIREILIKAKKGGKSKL
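Purified 10nM P. pyralis luciferase with 10uM D-luciferin and 10uM ATP in 50mM Tris acetate pH 7.5, 10mM Mg acetate, 0.01% Tween-20, 0.05% BSA. qHTS titration; luminescence read by CCD imager.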
HEK293 viab – reduces viability of HEK-293 SNCA reporter cells; 150,000 compounds, 0.12% hits; Potency, µM (series often up to 57.1 µM), inactives show top-dose activity change, negative = cytotoxicity, usual class: cytotoxic; HEK-293-SNCA-luc viability, GF-AFC fluorescence, 24 h;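 further: potency means the concentration at half of the fitted maximal effect; 0% = DMSO-treated cells and -100% = medium-only wells without cells; nearly all actives have a fitted effect of over 30% in size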
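Cytotoxicity counterscreen: after 24 h compound treatment of genome-edited SNCA-luciferase HEK-293 cells, live-cell protease substrate GF-AFC read by fluorescence after 30 min; activity scaled between DMSO (0%) and medium-only (-100%), curves Hill-fitted.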
NIH3T3 tox – NIH 3T3 cell cytotoxicity | 94,000 compounds, 4.3% hits | Potency, µM (doses to about 96.7 µM), for inactives: top-dose activity change, negative = cytotoxicity, actives largely listed as inhibitors | NIH 3T3 viability, CellTiter-Glo ATP luminescence, 48-72 h; further: potency means the concentration at half of the fitted maximal effect; nearly all actives have a fitted effect of over 55% in size
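NIH 3T3 cells at 400 cells/well received 23 nL of compound by pintool and were incubated 48 or 72 h at 37 °C. Viability was read as ATP-coupled CellTiter-Glo luminescence.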
* marks the source's active call; other numbers are inactive results; i = inactive; ? = inconclusive; / = no result given; [ ] = dose if it differs, or a comment. Unless noted, the call rests on the fitted dose curve; in most records, active means well fitted curve in the direction sought with a large enough effect; inconclusive means small, poorly fitted or top-dose-only effect, or another doubt; inactive means no such curve, though single readings can be large; an effect the other way counts as inactive or inconclusive. Unless noted, on the % scale 0 is the no-effect control and ±100 the full control effect. Only part of the results is shown; rates above refer to the full screens.

1: CCOc1ccc(NC(=O)C(=O)NCc2ccco2)cc1
2: Cn1cnc2cc(-c3ccc(N4CCOCC4)cc3)cc(C(=O)NCc3cccnc3)c21
3: CCc1cc2c(=O)c(-c3nc4ccccc4s3)coc2c(CN2CCCCC2)c1O
4: O=C(C1CCC1)N1CCc2cc(S(=O)(=O)NCc3ccc(F)cc3)ccc21
5: COc1cc(F)ccc1-c1ccnc2nc(C(C)C)nn12

entry no.	1	2	3	4	5
SNCA expr inhib	21%	13%[87.6 µM]	/	-28%	?
HEK293 tox	/	1%[172 µM]	/	/	?
IP6K1 inhibitor	8	-1	-8	-7	3
GPT2 inh	/	i	?	/	-15%
Luciferase inh	/	-7%[172 µM]	/	/	0%
HEK293 viab	-2%	-8%[87.6 µM]	-26%[23.9 µM]	8%	7%
NIH3T3 tox	/	89µM*	/	/	-25%

6: Cc1ccccc1S(=O)(=O)Cc1ccc(C(=O)NCCc2ccccc2)o1
7: O=C(c1ccc(CNc2nccc(-c3cccnc3)n2)cc1)N1CCCCC1
8: O=C(Cc1ccccn1)NC1CCN(c2ccc3nnc(C4CC4)n3n2)CC1
9: O=C(Cc1ccccn1)N1CCc2nc(-c3ccc(Cl)cc3)nc(-c3ccccc3)c2C1
10: Cc1ccc(Cn2c(C3CCN(C(=O)c4ccccc4F)CC3)n[nH]c2=O)cc1

entry no.	6	7	8	9	10
SNCA expr inhib	93%[activator]	-15%	/	6%	14%
HEK293 tox	/	40µM*	2%	?	3%
IP6K1 inhibitor	20	25	11	4	0
GPT2 inh	/	i	/	i	1%
Luciferase inh	/	-12%	/	-6%	12%
HEK293 viab	-8%	-13%	/	2%	-5%
NIH3T3 tox	/	50µM*	-25%	?	-14%

11: Cc1ccc(C2=NC3(CCN(C(=O)c4cccc5[nH]ccc45)CC3)ON2)cc1
12: COc1ccc(S(=O)(=O)NCC(c2ccco2)N2CCN(c3ccccc3F)CC2)cc1OC (stereo not given)
13: COc1ccccc1CC(=O)N1CCCc2ncc(C(=O)Nc3cccc(Cl)c3)cc21
14: Cc1nnnn1CCC(=O)NCC1CCN(c2cnn(C)c(=O)c2)C1 (stereo not given)
15: O=c1c2nc(-c3ccoc3)ccc2ncn1-c1ccccc1

entry no.	11	12	13	14	15
SNCA expr inhib	36%[activator]	-3%	-7%[87.6 µM]	22%	65%[activator][87.6 µM]
HEK293 tox	?	/	56µM*	-2%	i
IP6K1 inhibitor	-3	-17	27	5	-8
GPT2 inh	i	/	i	1%	-6%[88.5 µM]
Luciferase inh	-24%	/	-16%[172 µM]	10%	?
HEK293 viab	-22%	-2%	?	1%	-8%[87.6 µM]
NIH3T3 tox	-20%	/	?	5%	?

16: CSc1ccc(NC(=O)c2ccc3c(c2)N(C)C2CCCCN2C3=O)cc1 (stereo not given)
17: O=C(Nc1cccc(C(F)(F)F)c1)C1CCN(S(=O)(=O)c2cccs2)CC1
18: CCS(=O)(=O)Nc1ccc(C(=O)N2CCC3(CCCN(C)C3=O)C2)cc1 (stereo not given)
19: CCN(CC)Cc1cnc2c(C(=O)NC3CCC(O)CC3)cnn2c1 (stereo not given)
20: Cc1c(Cl)cccc1NC(=O)Cn1c(=O)n(Cc2nc(-c3ccccc3)no2)c(=O)c2cc3c(cc21)OCO3

entry no.	16	17	18	19	20
SNCA expr inhib	35%[activator]	?	-3%	7%	-10%
HEK293 tox	?	/	-25%	i	/
IP6K1 inhibitor	-19	-11	-3	51	-2
GPT2 inh	i	/	-15%	1%	/
Luciferase inh	45µM*	/	-4%	1%	/
HEK293 viab	15%[12.5 µM]	-7%	-4%	-10%	6%
NIH3T3 tox	?	/	-17%	1%	/

21: COc1cccc(CN2Cc3cc(NC(=O)c4ccc([N+](=O)[O-])cc4)ccc3OCC2=O)c1OC
22: O=C(Nc1nc2c(F)cc(F)cc2s1)c1ccc2c(c1)OCCO2
23: CC(=O)Nc1ccc(CN2CC3(C2)C(=O)N(Cc2cccc(Cl)c2)C(=O)[C@@H]2C[C@@H](O)CN23)cc1
24: COc1ccc(-c2cc(C)no2)cc1S(=O)(=O)NC(C)C
25: O=C(NCc1ccc(F)cc1)c1cc(C2CC2)nc2onc(C3CCCNC3)c12 (stereo not given)

entry no.	21	22	23	24	25
SNCA expr inhib	-1%	242%[activator]	-9%	-25%	6%
HEK293 tox	40µM*	/	i	/	?
IP6K1 inhibitor	16	-6	-8	13	5
GPT2 inh	4%	/	-1%	/	-18%
Luciferase inh	-17%	/	3%	/	/
HEK293 viab	4%	1%	-18%	4%	11%
NIH3T3 tox	?	/	5%	/	?

26: Cc1ccc(NC(=O)CN2C(=O)CC(c3ccc(F)cc3)=Nc3ccccc32)cc1F
27: CC(C)c1cc(-c2nc(-c3cccc(Cl)c3)no2)n[nH]1
28: COc1cc(O)c2c(c1Cl)CC(C)OC2=O (stereo not given)
29: COc1ccccc1/C=C/c1nc(C#N)c(N2CCN(c3ccccc3)CC2)o1
30: COc1ccccc1N1CCN(S(=O)(=O)c2c(C)sc3ncn(CC(=O)Nc4cccc(Cl)c4)c(=O)c23)CC1

entry no.	26	27	28	29	30
SNCA expr inhib	-22%	54%[activator]	/	9%	20%
HEK293 tox	/	/	/	/	/
IP6K1 inhibitor	-6	2	-12	-1	-7
GPT2 inh	/	/	i	/	/
Luciferase inh	/	/	/	/	/
HEK293 viab	6%	-8%	3%	9%	18%
NIH3T3 tox	/	/	/	/	/

31: CNC(=O)[C@@H]1CN(C(=O)c2occc2C)C[C@H]1COC
32: Cc1cccc(CSc2cn(CC(=O)N3CCOCC3)c3ccccc23)c1
33: O=C(NCc1ccccc1F)c1ccc2nnc(C3CCOCC3)n2c1
34: CN(C)C(=O)N1CCN(c2nccc(Nc3ccccc3F)n2)CC1
35: COc1ccc(OC)c(CCNC(=O)CS(=O)(=O)Cc2nc(-c3cccc(Cl)c3)oc2C)c1

entry no.	31	32	33	34	35
SNCA expr inhib	3%	272%[activator]	/	-5%	-6%
HEK293 tox	-10%	/	1%	-17%	/
IP6K1 inhibitor	0	6	-8	1	-11
GPT2 inh	4%	/	/	2%	/
Luciferase inh	5%	/	/	/	/
HEK293 viab	9%	-13%	/	-4%[12.5 µM]	7%
NIH3T3 tox	i	/	-14%	-30%	/

36: O=C(OCc1ccccc1)N1CCOCC12CCN(Cc1cccs1)CC2
37: O=C(Cn1cc(S(=O)(=O)Cc2ccccc2F)c2ccccc21)NCc1ccccc1
38: Cc1cc(C(F)(F)F)n2ncc(C(=O)N3C[C@@H](C)[C@](O)(C4CCC4)C3)c2n1
39: Cc1cc(=O)n(CC(=O)NC(C)C)c(N2CCc3ccccc3C2)n1
40: O=C(c1cnccn1)N1CCC2(CC1)CC(N(Cc1ccc(F)cc1)C1CC1)CCO2 (stereo not given)

entry no.	36	37	38	39	40
SNCA expr inhib	?	12%	19%	-18%	0%
HEK293 tox	?	/	-29%	?	?
IP6K1 inhibitor	-10	11	9	-1	2
GPT2 inh	-11%[88.5 µM]	/	0%	i	3%
Luciferase inh	-4%[172 µM]	/	-4%	12%	-11%
HEK293 viab	-21%[87.6 µM]	4%	5%	-10%	-15%
NIH3T3 tox	28µM*	/	-3%	-3%	-22%

41: COc1ccc(NC(=O)C(C)n2nnc3sc(-c4ccccc4)cc3c2=O)cc1Cl (stereo not given)
42: O=C(c1cc(Cl)ccc1F)N1CCC(n2cc(-c3nc(-c4ccccc4)no3)nn2)C1 (stereo not given)
43: COc1ccc(C(C)NC(=O)c2cc(NC(C)=O)cc3nc(C)ccc23)cc1 (stereo not given)
44: CCn1c(C2CCCNC2)nn(Cc2ccc(C(=O)NC)o2)c1=O (stereo not given)
45: CC1(C(=O)O)CCN(C(=O)Cc2ccccc2)CC1

entry no.	41	42	43	44	45
SNCA expr inhib	-8%	-25%	-27%	-18%	12%[87.6 µM]
HEK293 tox	/	?	?	0%	i
IP6K1 inhibitor	26	-14	2	12	9
GPT2 inh	/	i	-22%	?	3%[88.5 µM]
Luciferase inh	/	?	4%	-3%	/
HEK293 viab	5%	3%	7%	-11%	6%[87.6 µM]
NIH3T3 tox	/	?	i	-3%	2%[138 µM]

46: O=C(NCCN1CCOCC1)c1cc(-c2ccc(Cl)cc2Cl)c2nncn2n1
47: CCOc1ccc(NC(=O)Cn2cc(C(=O)c3ccc(C)c(C)c3)c(=O)c3cc(OC)c(OC)cc32)cc1
48: Cc1cccc(N2CCN(C(=O)CN3CC4(CCCCC4)CC3=O)CC2)n1
49: Cc1ccc(C(=O)NC(C(=O)N2CCCC2)C2CCN(C(=O)c3ccc(F)cc3)CC2)cc1 (stereo not given)
50: COc1ccc(F)cc1S(=O)(=O)N[C@@H]1CN(C)C[C@H]1CN(C)C

entry no.	46	47	48	49	50
SNCA expr inhib	-3%	-4%	21%	-19%	-11%
HEK293 tox	?	/	?	0%	1%
IP6K1 inhibitor	23	-3	0	-11	-2
GPT2 inh	i	/	2%	-4%	?
Luciferase inh	/	/	4%	0%	-2%
HEK293 viab	-5%[12.5 µM]	-2%	-4%	-2%	0%
NIH3T3 tox	?	/	-26%	0%	-7%

For convenience, some entries already given:
47: CCOc1ccc(NC(=O)Cn2cc(C(=O)c3ccc(C)c(C)c3)c(=O)c3cc(OC)c(OC)cc32)cc1
48: Cc1cccc(N2CCN(C(=O)CN3CC4(CCCCC4)CC3=O)CC2)n1
49: Cc1ccc(C(=O)NC(C(=O)N2CCCC2)C2CCN(C(=O)c3ccc(F)cc3)CC2)cc1 (stereo not given)
50: COc1ccc(F)cc1S(=O)(=O)N[C@@H]1CN(C)C[C@H]1CN(C)C

entry no.	47	48	49	50
SNCA expr inhib	-4%	21%	-19%	-11%
HEK293 tox	/	?	0%	1%
IP6K1 inhibitor	-3	0	-11	-2
GPT2 inh	/	2%	-4%	?
Luciferase inh	/	4%	0%	-2%
HEK293 viab	-2%	-4%	-2%	0%
NIH3T3 tox	/	-26%	0%	-7%

Following part:
51: Cc1cccc(CNC(=O)c2c(C)noc2-c2ccc3c(c2)OCO3)c1
52: C=C(C)CN(CC)Cc1ccc(=O)n(CCOC)c1
53: CN(Cc1ccc(F)cc1)C1CCOc2ccccc21 (stereo not given)
54: Cc1ccc(CN2CCCCCCNC(=O)CC2)s1
55: Cc1cc(Cl)ccc1-c1ccc(CNC2CN(C(=O)OC(C)(C)C)C2)cc1
56: CC(=O)N1CCC(C(=O)N2CCCN(S(=O)(=O)c3ccccc3)CCC(=O)NCC2)CC1
57: Cn1cccc1CN1CCC(C2CCN(S(C)(=O)=O)CC2)C1 (stereo not given)

entry no.	51	52	53	54	55	56	57
SNCA expr inhib	-2%	25%	-6%[87.6 µM]	38%[activator]	-9%	6%	19%
HEK293 tox	?	1%	-14%[172 µM]	?	?	-4%	-12%
IP6K1 inhibitor	-1	-2	0	2	-13	-4	9
GPT2 inh	i	i	i	i	1%	5%	1%
Luciferase inh	1%	2%	0%[172 µM]	3%	/	7%	0%
HEK293 viab	6%	-4%	12%[87.6 µM]	7%	0%	-12%	-1%[12.5 µM]
NIH3T3 tox	-13%	0%	-12%[138 µM]	-17%	?	1%	-5%
